Compound activity: PubChem, National Center for Advancing Translational Sciences (NCATS)
CBFb RUNX1 block: qHTS Assay for Compounds Blocking the Interaction Between CBF-beta and RUNX1 for the Treatment of Acute Myeloid Leukemia; Potency, µM (titrated, usually from 59.8 µM), without a hit: at the top dose activity, negative = inhibition, hits mostly inhibitors; Runt-related transcription factor 1 (Homo sapiens) + Core-binding factor subunit beta …; AID 1477, 2009; 230,000 tested, under 10 active; AlphaScreen CBFb-His/RUNX1-biotin binding, biochemical; also: % of control where 0% means no effect
Target sequence (Q01196 whole entry, looked up): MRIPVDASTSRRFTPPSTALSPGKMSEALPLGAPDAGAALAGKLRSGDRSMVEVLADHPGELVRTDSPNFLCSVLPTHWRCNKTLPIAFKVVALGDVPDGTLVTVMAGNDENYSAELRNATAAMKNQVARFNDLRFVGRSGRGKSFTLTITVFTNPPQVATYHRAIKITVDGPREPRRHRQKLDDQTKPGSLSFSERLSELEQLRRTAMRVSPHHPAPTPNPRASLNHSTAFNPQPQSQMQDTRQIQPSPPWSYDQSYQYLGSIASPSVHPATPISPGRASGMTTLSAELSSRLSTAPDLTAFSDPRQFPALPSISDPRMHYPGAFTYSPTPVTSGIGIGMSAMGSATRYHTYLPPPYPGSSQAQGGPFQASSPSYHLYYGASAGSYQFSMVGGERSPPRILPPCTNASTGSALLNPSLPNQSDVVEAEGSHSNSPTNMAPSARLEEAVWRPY
Target sequence (Q13951 whole entry, looked up): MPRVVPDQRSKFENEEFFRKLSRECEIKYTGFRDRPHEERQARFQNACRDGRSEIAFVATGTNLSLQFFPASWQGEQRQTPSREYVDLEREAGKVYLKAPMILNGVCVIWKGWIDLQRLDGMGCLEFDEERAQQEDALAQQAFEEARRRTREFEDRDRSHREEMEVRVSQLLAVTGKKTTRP
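Inhibition was taken as any reduction in AlphaScreen signal from the CBF-beta–RUNX1 pair (His and biotin tags, 30 nM each), measured after compound (15 min) and bead (90 min) incubations at room temperature.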
Lamin A splicing: qHTS Assay for Modulators of Lamin A Splicing; HeLa LMNA splicing GFP/RFP minigene ratio, 48 h; Potency, µM (series often up to 46.1 µM), for inactives: at the highest dose ratio change, negative = inhibition, actives largely listed as inhibitors; hit rate 0.01% among 200,000; AID 1487, 2009; active = well fitted inhibition curve with a large enough effect in the signal ratio, with a control signal flat, not every such curve was filed as active; inconclusive = small, poorly fitted or top-dose-only effect, or effect the other way, or a change in a side signal; the % refers to the signal ratio; also: potency is read from the fitted curve at half-maximal effect; % is scaled to controls: 0 for no effect and ±100 for the full control effect
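S3 HeLa cells stably expressing lamin A-EGFP splicing minigene plus DsRed2, 600 cells/well, 48 h compound exposure at 37C. Laser-scanning cytometry; analysed as GFP (500-530 nm)/RFP (575-640 nm) total intensity ratio; 0.5% DMSO vehicle.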
HTT cytoprotect: qHTS Multiplex Assay to Identify Dual Action Probes in a Cell Model of Huntington: Cytoprotection (ATP); PC12 HTT-Q103 induced, cytoprotection, ATP luminescence, 40 h; Potency, µM (doses to about 56.4 µM), without a hit: cytoprotection (ATP increase), actives largely listed as activators; hit rate 0.14% among 230,000;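 also: potency is read from the fitted curve at half-maximal effect; % of control where 0% means no effect; nearly all actives have a fitted effect of over 45% in size; toxic huntingtin expression switched on by the ecdysone agonist tebufenozide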
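Huntington model: PC12 line, ecdysone-inducible HTTQ103 exon1–GFP, tebufenozide 100 nM. Test articles in a dose series. Endpoint luminescence from cellular ATP.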
SMN2 splice enh: qHTS Assay for Enhancers of SMN2 Splice Variant Expression | HEK293 SMN2-luciferase splicing reporter, luminescence, 30-36 h | hit rate 2.8% among 210,000 | Potency, µM (highest dose often 46.1 µM), for inactives: top-dose activity change, positive = activation, usual class: activators; also: potency is read from the fitted curve at half-maximal effect; % of control where 0% means no effect; nearly all actives have a fitted effect of over 55% in size
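qHTS luciferase splicing reporter: luminescence rises when SMN2 exon 7 is included in transfected HEK293 cells. Compound exposure lasted 30-36 h at 37C, with 4.5 mM final sodium butyrate as control, followed by a ONE-Glo read.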
HTT aggregate: qHTS Multiplex Assay to Identify Dual Action Probes in a Cell Model of Huntington: Aggregate Formation (GFP); PC12 HttQ103-GFP aggregates, Acumen cytometry, 40 h; Potency, µM (doses to about 46.1 µM), for inactives: top-dose activity change, negative = inhibition, hits mostly inhibitors; hit rate 1.1% among 220,000; also: potency is read from the fitted curve at half-maximal effect; % is scaled to controls: 0 for no effect and ±100 for the full control effect; nearly all actives have a fitted effect of over 60% in size
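Quantitative HTS on tebufenozide-induced (100 nM) PC12 cells stably expressing polyQ103 Huntingtin exon 1–GFP. Reduction of bright GFP aggregates, detected by laser scanning cytometry after lysis, identified actives across the titration.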
IMPase Li cell: qHTS Assay for Identifying the Cell-Membrane Permeable IMPase Inhibitors: Potentiation with Lithium. CHO-M1 cells, IP1 TR-FRET (IP-One), carbachol + lithium. Potency, µM (series often up to 59.4 µM), for the others: at the highest dose activity, negative = IMPase inhibition, most hits filed as inhibitors. hit rate 0.35% among 210,000. AID 1457, 2008;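 also: IP1 builds up when IMPase is blocked and the TR-FRET signal falls; potency is read from the fitted curve at half-maximal effect; plate controls were basal vehicle for no effect and high inhibitor control for full effect; nearly all actives have a fitted effect of over 50% in size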
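Lithium-sensitised IP1 accumulation assay; M1-expressing CHO cells treated 30 min at 37C with compound. Competitive antibody detection by time-resolved FRET followed a 10 min room-temperature lysis step.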
Luc counter: Counterscreen for Luciferase (Kinase-Glo TM) Inhibition; Potency, µM (titrated, usually from 38.3 µM), inactives show top-dose activity change, negative = inhibition, actives largely listed as inhibitors; Kinase-Glo luciferase, ATP luminescence, 8 min; AID 1379, 2008; hit rate 0.28% among 200,000; Luciferin 4-monooxygenase (Photuris pensylvanica), Q27757; also: potency is read from the fitted curve at half-maximal effect; % is scaled to controls: 0 for no effect and ±100 for the full control effect; nearly all actives have a fitted effect of over 60% in size
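Compounds were added to a substrate mix at pH 7.2 (50 mM imidazole, 10 uM ATP, within the enzyme's linear range), followed by Kinase-Glo detection reagent; luminescence was measured after 8 minutes at ambient temperature.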
The depositor's hits bear a star; u = inconclusive; x = no result given; [ ] = remark or other dose. Unless noted, calls follow the shape of the dose curve; as a rule, active = well fitted curve in the direction sought with a large enough effect; inconclusive = small, poorly fitted or top-dose-only effect, or another doubt; inactive = no such curve, though single readings can be large; an effect the other way counts as inactive or inconclusive. Compounds as they come. About 4% of those tested had a hit in this group.

[1] CC1CCN(S(=O)(=O)c2cc(C(=O)N3CCN(c4ncccn4)CC3)ccc2Br)CC1
[2] CN(C)Cc1ccccc1Sc1cccc2ccccc12
[3] O=c1c(-c2cccc(F)c2)nc2cncnc2n1Cc1ccc(F)cc1
[4] O=C(CN1CCCCC1)Nc1ccc(S(=O)(=O)NC2CCCCC2)cc1
[5] Cc1nc(NS(=O)(=O)c2ccccc2)sc1NC(=O)Nc1ccc(Cl)cc1
[6] CC(C)c1cc(NC(=O)c2ccccc2)cc(C(C)C)c1O
[7] N#CN=C1CCCCCN1CC(N)=O
[8] COc1ccc(C(=O)NCc2nnc(SCC(=O)N3CCc4ccccc43)n2CCc2ccccc2)cc1

Assay by compound	1	2	3	4	5	6	7	8
CBFb RUNX1 block	5%	0%	x	0%	-5%	u	-8%	-8%
Lamin A splicing	u	u	u	-5%	x	u	12%	-4%
HTT cytoprotect	19%[10 µM]	-15%[0.074 µM]	-3%	10%[10 µM]	27%[10 µM]	-150%[inhibitor]	9%	31%[10 µM]
SMN2 splice enh	-7%[1.84 µM]	-12%	x	-16%	x	2%	20%	12%
HTT aggregate	u	6%	x	-1%	8%[9.22 µM]	11µM*	10%	-10%
IMPase Li cell	9%	21%	1%	-6%[38.3 µM]	x	-6%	1%[38.3 µM]	9%
Luc counter	1%	-2%	x	0%	x	0%	2%	1%

The closing 2 records of the section before are carried over, then new ones follow:
[7] N#CN=C1CCCCCN1CC(N)=O
[8] COc1ccc(C(=O)NCc2nnc(SCC(=O)N3CCc4ccccc43)n2CCc2ccccc2)cc1
[9] Cc1ccc2[nH]c(=O)c(CN(Cc3cccs3)Cc3nnnn3CC3CCCO3)cc2c1 (stereo not given)
[10] COc1ccc(N2CCN(C(=O)c3ccc(N4C(=O)NC5CC4(C)Oc4ccccc45)cc3)CC2)cc1 (stereo not given)
[11] CCC(C)NCCCOc1ccc([N+](=O)[O-])cc1 (stereo not given)
[12] O=C(NCCC1=CCCCC1)c1ccc(=O)oc1
[13] OCCC1CN(Cc2nc(-c3ccccc3)cs2)CCN1C1CCCC1 (stereo not given)
[14] CC(=O)NCCc1cc2ccc(C)c(C)c2[nH]c1=O
[15] N#Cc1ccc(-c2ccc(OCC(=O)NCCc3ccccc3)cc2)cc1
[16] CCN(CC)C(=O)CSc1nc2ccccc2n1CC(=O)N1CCN(c2ccccc2OC)CC1

Assay by compound	7	8	9	10	11	12	13	14	15	16
CBFb RUNX1 block	-8%	-8%	4%	-2%	10%	6%	-8%	6%	-5%	1%
Lamin A splicing	12%	-4%	4%	u	-4%	19%	x	-11%	-9%	-4%
HTT cytoprotect	9%	31%[10 µM]	-14%[10 µM]	-13%	32%[10 µM]	-21%	10%[10 µM]	-6%	9%[10 µM]	6%
SMN2 splice enh	20%	12%	-13%	-20%	16%	-14%	x	u	-17%	-13%
HTT aggregate	10%	-10%	-9%	11%	10%	2%	-3%[9.22 µM]	4%	-1%	13%
IMPase Li cell	1%[38.3 µM]	9%	-5%[38.3 µM]	0%[38.3 µM]	8%	-6%[38.3 µM]	24%	-3%[38.3 µM]	10%	25%[38.3 µM]
Luc counter	2%	1%	1%	-7%	-1%	1%	4%	-3%	3%	-2%

[17] CC1(C)Cc2c(c(N3CCOCC3)nc3sc(C(N)=O)c(N)c23)CO1
[18] O=C(Nc1ccccc1C(=O)NC(Cc1ccccc1)C(=O)NC1CCCCC1)c1ccccc1 (stereo not given)
[19] Cc1cccc(NC(=O)COc2ccc3oc4c(c3c2)CCCC4)n1
[20] COc1ccccc1-c1c(C)oc2cc(OC(=O)c3ccco3)ccc2c1=O
[21] CCCC(=O)N1CCN(c2ccc(NC(=O)c3cccs3)cc2Cl)CC1
[22] N#Cc1ccc(Cl)cc1NC(=O)COC(=O)c1ccc(S(=O)(=O)N2CCCC2)cc1
[23] CN(Cc1ccco1)c1ccnc(-c2cccc(NS(C)(=O)=O)c2)n1
[24] COc1ccc(N(CC(=O)Nc2ccc(C)c(C)c2)S(=O)(=O)c2c(C)n[nH]c2C)cc1

Assay by compound	17	18	19	20	21	22	23	24
CBFb RUNX1 block	12%	0%	-4%	4%	3%	0%	x	-3%
Lamin A splicing	x	-13%	u	2%	-15%[46 µM]	2%	u	1%
HTT cytoprotect	-17%[10 µM]	9%[10 µM]	16%	10%[10 µM]	38%[10 µM]	12%	-46%[inhibitor]	10%
SMN2 splice enh	x	22%	3%	26%	-10%	-13%	23%	8%
HTT aggregate	-33%[9.22 µM]	23%	21%	-5%	17%[9.22 µM]	-1%	x	-3%
IMPase Li cell	x	-1%	2%[38.3 µM]	18%[38.3 µM]	8%	23%[38.3 µM]	2%	-9%[38.3 µM]
Luc counter	x	-2%	-5%	-2%	2%	0%	-2%	-2%

[25] Cc1nc(-c2ccc(S(=O)(=O)NCc3cccnc3)s2)cs1
[26] Cc1ccc(-c2nn(C)c(=O)c3ccccc23)cc1CO
[27] COc1cc(/C=N/N(C)c2ccccc2)ccc1O
[28] Cc1ccc(S(=O)(=O)N2CCCCC2)cc1C(=O)Nc1ccc(N2CCOCC2)cc1
[29] Nc1nc2ccccc2n1/N=C/c1ccc(-c2ccccc2)o1
[30] Cc1ccc(/C=N/N(Cc2ccccc2)c2ccccc2)o1
[31] COc1ccc(OC)c(-n2c(=S)[nH]c3cc(C(=O)N(C)Cc4ccccc4)ccc3c2=O)c1
[32] COc1ccc(OC)c(Nc2nc(NCCCN(C)C)nc(N)c2[N+](=O)[O-])c1

Assay by compound	25	26	27	28	29	30	31	32
CBFb RUNX1 block	-10%	11%	-18%	-3%	-17%	-18%	-15%	-8%
Lamin A splicing	x	-13%	u	11%[0.0737 µM]	u	u	11%[9.22 µM]	x
HTT cytoprotect	8%[10 µM]	17%[10 µM]	-42%[inhibitor]	-5%	-10%	-28%	-11%	0%[10 µM]
SMN2 splice enh	x	5%	u	-45%[inhibitor]	27%	-6%	-19%	x
HTT aggregate	17%[9.22 µM]	2%	6%	-31%	-5%	-3%	-8%	-1%[9.22 µM]
IMPase Li cell	x	5%	28%[38.3 µM]	15%[38.3 µM]	11%[38.3 µM]	16%	5%	x
Luc counter	x	-2%	-3%	-3%	-3%	0%	0%	x

[33] CC(=O)CCc1ccc2oc(C(=O)O)c(C)c2c1
[34] O=C(Nc1nnc(C2CCCO2)s1)c1cccs1 (stereo not given)
[35] Cc1c(C(=O)N2CCCC2)sc(NC(=O)c2cccc(Cl)c2)c1C#N
[36] C/C(=N\NC(N)=O)c1cc(Cl)cc(Cl)c1O
[37] C/C(=N/Nc1ncc(C(F)(F)F)cc1Cl)c1ccncc1
[38] O=C(NCc1ccc(F)cc1)C1CC(=O)N(CCc2ccccc2)C1 (stereo not given)
[39] O=C(Cn1cc(C(=O)c2cccs2)c2ccccc21)NCC1CCCO1 (stereo not given)
[40] CCOC(=O)N1CCN(C(=O)CSc2nnc(-c3cc(OC)ccc3OC)o2)CC1

Assay by compound	33	34	35	36	37	38	39	40
CBFb RUNX1 block	-16%	3%	-4%	-2%	3%	1%	6%	-5%
Lamin A splicing	7%	5%	u	x	x	15%	-7%	-10%
HTT cytoprotect	-5%	-7%[0.074 µM]	3%	-15%[10 µM]	-31%[inhibitor]	10%[0.074 µM]	-1%	21%[10 µM]
SMN2 splice enh	-10%	13µM*	-19%	x	x	11%	4%	x
HTT aggregate	9%	8%	u	-13%[9.22 µM]	u	12%	-16%	10%
IMPase Li cell	-7%[38.3 µM]	19%[38.3 µM]	5%[38.3 µM]	x	14%	10%[38.3 µM]	u	7%
Luc counter	-2%	-5%	-2%	x	18%	3%	5%	7%

[41] COc1ccc(C(=O)C2CCCN(C(=O)c3cc(C(C)C)no3)C2)cc1F (stereo not given)
[42] CC(=O)Nc1nc2c(s1)C(=O)NCC(C)(C)C2
[43] CS(=O)(=O)Nc1nc2n(n1)C(c1ccc(F)cc1)CC(c1ccccc1)N2 (stereo not given)
[44] COc1ccc(-n2c(SCC(=O)N3CCCCC3C)nnc2-c2cccnc2)cc1 (stereo not given)
[45] Cc1ccc(NC(=O)C(OC(=O)c2ccc(F)cc2)c2ccccc2)cc1Cl (stereo not given)
[46] CCOc1cc(C(c2c(C)[nH][nH]c2=O)c2c(C)[nH][nH]c2=O)ccc1OS(=O)(=O)c1ccccc1
[47] CNC(=S)Nc1ccc(OC(F)(F)F)cc1
[48] O=C(c1ccco1)N1CCN(C(=O)C2(S(=O)(=O)c3ccc(Cl)cc3)CC2)CC1
[49] Cn1c(SCC(=O)Nc2ccc3nc(SCC(=O)N4CCCC4)sc3c2)nnc1-c1ccc(N)cc1

Assay by compound	41	42	43	44	45	46	47	48	49
CBFb RUNX1 block	18%	7%	10%	5%	9%	-1%	-1%	0%	-24%
Lamin A splicing	x	x	x	-17%	5%	7%	x	-6%	17%
HTT cytoprotect	-9%[10 µM]	-5%[10 µM]	-9%[10 µM]	-3%[10 µM]	8%[10 µM]	9%	x	17%	-10%
SMN2 splice enh	x	x	x	-2%	16%	u	-17%	-9%	-5%
HTT aggregate	-10%[9.22 µM]	4%[9.22 µM]	0%[9.22 µM]	13%	-4%	13%	-4%	-5%	-4%
IMPase Li cell	11%	x	x	12%	14%	27%[38.3 µM]	0%	-9%[38.3 µM]	12%[38.3 µM]
Luc counter	x	x	x	-3%	1%	-4%	-4%	-1%	-2%
